APJ ag: agonists of human APJ apelin receptor; P35414; CHO-K1 APJ PathHunter beta-arrestin, luminescence; 0% DMSO wells, 100% apelin; activation, % at 20 µM; 330,000 tested, 0.11% active; AID 2520;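 active = activation more than six SD over the plate average, tested at 20 µM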;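 note: 0% = DMSO alone and 100% = apelin-13 at 10 nM; some results filed as inactive read as strong as hits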
Target sequence (P35414 whole entry, looked up): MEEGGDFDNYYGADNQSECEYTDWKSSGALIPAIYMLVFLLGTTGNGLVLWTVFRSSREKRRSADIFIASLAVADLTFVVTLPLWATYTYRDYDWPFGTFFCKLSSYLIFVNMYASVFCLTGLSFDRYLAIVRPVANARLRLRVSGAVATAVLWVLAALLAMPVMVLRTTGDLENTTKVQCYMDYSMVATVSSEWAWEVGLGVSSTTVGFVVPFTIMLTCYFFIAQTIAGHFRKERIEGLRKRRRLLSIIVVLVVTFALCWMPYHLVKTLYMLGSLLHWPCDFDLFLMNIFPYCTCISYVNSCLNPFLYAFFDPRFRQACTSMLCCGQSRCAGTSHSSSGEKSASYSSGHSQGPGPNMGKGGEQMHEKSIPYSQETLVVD
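assay system = CHO-K1 APJ beta-arrestin complementation cell line | input = cell density 1000 per well | dosing = compound 20 µM once, DMSO 1% | timing = compound 90 min 25 °C, reagent 1 h | measured by = luminescence from split beta-galactosidase complementation, Galacton Star/Emerald II substrate | read-out basis = APJ agonist activity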
XBP1 UPR activ: adaptive UPR (XBP1) activation | CHO-XBP1 luciferase reporter, IRE1-XBP1 UPR activation, luminescence; percent of tunicamycin response, DMSO as zero | activation, % at 20 µM | 330,000 tested, 0.33% active;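 active = versus positive control, 20 µM dose yields 30% or more activation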;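 note: 100% = tunicamycin at 10 µg/mL and 0% = DMSO only wells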
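Material: CHO cell line with stable XBP1 luciferase reporter; schedule: 16-18 h cell attachment at 37 °C, then 6 h compound exposure; signal: glow luminescence from Steady-Glo reagent; medium: serum-containing F12 medium, 10% FBS; benchmarks: tunicamycin 10 µg/mL and vehicle-only wells; read-out: percent activation relative to tunicamycin reference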
Mdm2 MdmX PPI: disrupts the human Mdm2-MdmX interaction. 330,000 tested, 3% active. inhibition, % at 8 µM. O15151+Q00987. AID 485346. SaOS-2 split-luciferase Mdm2/MdmX complementation, luminescence;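 active = inhibition of at least 50% at 8 µM in the primary screen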
Jurkat NFkB inh: lowers PMA/ionomycin-induced NF-kB signal in Jurkat cells. inhibition, % at 4 µM. PMA/ionomycin-induced NF-kB luciferase reporter, luminescence. 330,000 tested, 0.53% active; in the data active = inhibition above about 50%
697 NFkB inh: inhibitors of the PMA/ionomycin-induced NF-kB reporter in 697 B cells; 697 B-cell NF-kB luciferase reporter, 16 h; inhibition, % at 4 µM; 330,000 tested, 0.33% active; AID 435022; in the data active = inhibition above about 35%
UPR CHOP act: apoptotic UPR (CHOP) activation. AID 449763. activation, % at 10 µM. 330,000 tested, 0.34% active. CHO-CHOP luciferase reporter, luminescence; percent of tunicamycin response over DMSO baseline;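 active = at 10 µM dose, activation of 40% or more, normalized to positive control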;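 note: 100% = tunicamycin at 10 µg/mL and 0% = DMSO alone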
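Evaluation: % reporter activation, DMSO baseline versus tunicamycin full activation; System: CHO-CHOP luciferase reporter cell line; Input: 500 cells/well; Incubation: 6 h compound treatment, 37 °C; Measured by: Steady-Glo luciferase luminescence; Dosing: one dose, 10 µM in 0.5% DMSO; Buffer or medium: F12 medium, 10% FBS; Benchmarks: positive tunicamycin 10 µg/mL, negative DMSO alone.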
tim23-1 inh: growth inhibitors of tim23-1 mutant yeast. S. cerevisiae tim23-1 growth, BacTiter-Glo luminescence, 24 h. inhibition, % at 20 µM. 330,000 tested, 1.3% active;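 active = growth inhibition of the mutant yeast at or above 50%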;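 note: temperature-sensitive mutant grown at 25 °C; plate controls were DMSO-treated mutant yeast for no effect and medium wells lacking yeast for full effect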
APJ antagonist: APJ receptor antagonism; P35414; CHO-K1 APJ beta-arrestin complementation, luminescence; inhibition, % at 20 µM; 330,000 tested, 0.32% active; AID 2521;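 active = inhibition above about 40% at 20 µM, limit read from the data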;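 note: cells challenged with 10 nM apelin-13 agonist together with compound; plate controls were apelin-13 plus DMSO wells for no effect and DMSO wells lacking apelin-13 for full effect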
Active calls of the source: *; & = joins results of further samples.

Results follow in this order: Mdm2 MdmX PPI	697 NFkB inh	XBP1 UPR activ	Jurkat NFkB inh	tim23-1 inh	APJ antagonist	UPR CHOP act	APJ ag
CCOc1ccc(-c2nc(N)nc(C)c2-c2ccc(OC)c(OC)c2)c(O)c1
  8	0	-1	21	13	11	-0.9	0
CCN(c1ccccc1)S(=O)(=O)c1ccc(OC)c(NC(=O)C2CCC2)c1
  5	-14	0	32	29	8	0.7	1
Cc1ccc(OCCOC(=O)c2sc(=S)n(C)c2C)cc1
  10	17	-2	-6	1	-11	-2.4	-7
CC1CCN(C(=O)c2[nH]cnc2C(=O)NCC(=O)OCc2ccccc2)CC1
  -22	15	7	7	14	-22	0.6	8
CCOc1ccc(-c2c(C(=O)N/N=C/c3c[nH]c4ccccc34)nnn2-c2nonc2N)cc1
  -15	-9	-4	-2	-4	-26	6.6	9
Cc1cc(C)[n+](C)n1CC(O)Cn1c2ccccc2c2ccccc21 (stereo not given)
  -16	-12	4	-10	3	-11	-1.4	-2
Cc1ccc(S(=O)(=O)NN2C(=O)c3ccccc3NC2c2ccco2)cc1 (stereo not given)
  -5	14	-2	16	16	9	-0.1	-2
Cc1cc(C(=O)O[C@H]2[C@H](C)NS(=O)(=O)[C@H]3C[C@@H]4C=C[C@]23O4)cc([N+](=O)[O-])c1
  0	11	0	-7	6	4	2.3	0
COc1ccc(CC(=O)OCC(=O)NCCc2ccccc2)cc1OC
  33	7	-1	-15	6	-10	3.3	1
O=C(Nc1ncccn1)C1CCCCC1
  7	16	-2	4	-9	11	1.7	-2
COc1ccc(N(C(=O)c2ccc(Cl)cc2)C2=CC3CCC(C2)N3C)cc1 (stereo not given)
  6	10	-1	0	8	0	-1.4	-6
C#CC(C)(C)NC(=O)c1sccc1Oc1ccc(F)cc1[N+](=O)[O-]
  11	-23	0	1	12	4	0.3	3
CC(=O)NCC(=O)OCN1C(=O)c2ccccc2C1=O
  5	13	-2	-2	-5	-3	-1.0	-2
COCCN1Cc2cccc(C(=O)Nc3ccccc3OC)c2C1=O
  21	8	0	-3	-4	0	-1.7	0
CCc1ccc(N2CCN(CCNC(=O)Nc3ccccc3)CC2)cc1
  8	-56	-6	-14	20	1	-2.1	4
O=C(Nn1cnnc1)c1ccccc1Cl
  -7	-7	-4	-1	13	-2	0.9	-4
COCCOc1ccc(C(F)(F)F)cc1NC(=O)COC(=O)c1c(C)noc1C
  26	2	1	-14	22	-10	-0.8	-2
Cn1ncc(Br)c1NC(=O)c1ccco1
  5	7	5	-12	9	-3	-1.2	-4
Cc1ccc(NC(=O)CN2CCc3ccccc3C2)cc1S(=O)(=O)N1CCOCC1
  -5	3	0	3	0	-3	1.2	-2
CCOC(=O)C1C(=O)C=C(c2ccc(C)cc2)CC1c1ccco1 (stereo not given)
  30	0	3	-15	28	14	-0.4	-7
Cn1c(NNC(=O)C(c2ccccc2)c2ccccc2)cc(=O)n(C)c1=O
  6	20	1	19	6	10	-0.6	-2
COc1cccc(N2CC(C(=O)NC3CCCCC3)CC2=O)c1 (stereo not given)
  -6	5	1	-11	8	-13	-2.6	-2
Cc1ccc(S(=O)(=O)N2CCC(C(=O)N3CCc4ccccc43)CC2)cc1C
  -27	-20	-4	-7	10	20	-1.0	4
CCOC(=O)c1sc(C)c2c(=O)n(CCCN3CCOCC3)cnc12
  0	14	-3	-4	2	-6	0.0	-2
O=c1cc(-c2ccccc2)oc2cc(O)c(O)c(O)c12
  -25	-49	1	-24	45	0	2.2	1
O=C(NC(Cc1ccccc1)C(=O)OCC(=O)N1CCc2ccccc21)c1ccco1 (stereo not given)
  4	-3	2	17	1	-7	-0.6	-4
CN1C2C=C3C(C#N)=C(N)C(C#N)(C#N)[C@@H](c4cccc(F)c4)[C@@H]3C1CC2 (stereo not given in full)
  -5	-2	-4	4	8	-7	-2.2	3
O=C(Nc1ccc(N2CCOCC2)cc1)c1cccc(S(=O)(=O)N2CCOCC2)c1
  25	8	0	-3	-3	-12	-0.2	-1
O=C(Oc1ccc(C(=S)N2CCOCC2)cc1Cl)c1ccccc1F
  5	9	-3	0	44	4	1.1	-5
CCCn1c(-c2ccc(OC)cc2)nc2ccccc21
  25	-12	1	-8	-11	10	4.0	-7
O=C(C1CCCN(S(=O)(=O)c2cccs2)C1)N1CCC(N2CCCCC2)CC1 (stereo not given)
  29	15	-1	-3	-2	0	-2.2	-4
CCC(=O)NC(=S)Nc1ccccc1F
  6	-1	-2	4	16	17	0.8	-6
COc1cccc(CNC(=O)c2nnn(CC(=O)Nc3cc(Cl)ccc3C)c2N)c1
  78*	10	1	1	-13	-13	0.8	-1
CN1C(=O)C2(c3ccccc31)c1c(oc3ccccc3c1=O)C(=O)N2CCCO (stereo not given)
  2	8	3	29	16	-4	0.0	2
CCOc1ccc(S(=O)(=O)N2CCCC(C(=O)Nc3ccccc3)C2)cc1 (stereo not given)
  1	2	1	16	5	12	-3.6	-1
CCc1ccccc1NC(=O)C1CCN(S(=O)(=O)c2ccc3c(c2)N(C(C)=O)CCO3)CC1
  18	5	-4	12	-2	9	1.3	4
COC(=O)[C@H](Cc1ccccc1)NC(=O)N1Cc2ccccc2C[C@H]1C(=O)OC
  17	6	4	-3	15	-9	0.9	-3
C1CCC(CNc2c3c(nc4nnnn24)CCCC3)CC1
  -13	6	1	1	-5	4	1.6	-1
Cc1cc(Cl)ccc1OCC(=O)OCC(=O)Nc1cccnc1Cl
  -11	10	-1	-5	19	2	-0.1	0
C=C(C)CN(CC)C(=O)Cn1cnc2c(oc3ccccc32)c1=O
  -16	26	-2	-10	2	3	-0.5	-1
CCOC(=O)C(NC(=O)Cc1ccccc1)(Nc1cc(C)on1)C(F)(F)F (stereo not given)
  1	2	1	5	0	10	-0.4	-1
O=C(CSc1nc2ncccc2[nH]1)NC1CCCC1
  -4	11	-1	16	9	14	-0.4	-1
COc1ccc(/C(C)=N/NC(=O)c2nnn(-c3nonc3N)c2-c2cccs2)cc1
  59*	-10	-2	-18	11	-27	-0.9	3
COc1cc(NC(=O)COC(=O)CCc2cc(OC)c(OC)c(OC)c2)cc(OC)c1
  -26	6	-1	7	19	6	-0.6	0
N#CN1CCC(NS(=O)(=O)c2ccc(C(F)(F)F)cc2)CC1
  -38	-17	0	3	13	5	-0.4	0
COc1ccc(NC(=O)C2CCOC(C)(C)C2)cc1 (stereo not given)
  19	10	0	17	3	13	2.0	-4
CC(C)Cn1c(N)c(C(=O)COC(=O)c2cc(-c3ccco3)nc3ccccc23)c(=O)n(C)c1=O
  5	-7	-3	18	6	8	1.5	0
Cc1ccc(C(=O)CSc2n[nH]c(-c3ccco3)n2)cc1C
  -4	-9	-3	-8	19	-6	-0.3	-1
Cc1ccc(NC(=O)O/N=C/c2ccc(N(C)C)cc2)cc1
  -23	-132	2	-126	10	-32	6.0	0
CCc1ccc(CNC(=O)c2ccc3nc(C4CCCCC4)oc3c2)nc1
  5	-116	-3	-19	26	-1	1.3	-2
COc1ccc(C(=O)c2coc3ccc(O)c(CN4CCCCC4)c23)cc1
  21	-15	-1	-3	5	-1	0.0	-4
CC(O)CCC(=O)NNC1CC(=O)N(c2ccccc2)C1=O (stereo not given)
  2	13	-4	-5	2	8	0.2	-4
NC(=O)c1[nH]cnc1N
  -5&7	6&13	-3&-2	6&6	8&-5	-4&14	2.4&0.9	-1&-1
CCNC(=O)N1CCN(C(=O)NCC)CC1
  -5	-1	-2	-7	7	9	1.7	-1
CCN(CCNC(=O)C1CCN(S(=O)(=O)c2cccc3nsnc23)CC1)c1ccccc1
  28	13	-2	-4	12	3	0.0	-5
Cc1ccc(-c2csc(N3CCC(C(N)=O)CC3)n2)cc1
  -40	-112	3	-30	20	0	4.6	0
COC(=O)c1ccccc1NC(=O)c1cccc(COc2ccccc2Cl)c1
  -11	-116	-1	45	1	1	4.0	-1
Nc1nc2ccccc2nc1N
  -15	0	4	-16	9	-10	1.1	0
O=C(COc1ccccc1Br)Nc1ccc2c(c1)OCCCO2
  -87	12	3	-147	32	-20	5.2	-2
CC1(C)CC2CC(C)(CN2Cc2cccc([N+](=O)[O-])c2)C1 (stereo not given)
  12	-14	0	0	0	-3	-1.0	-2

By substructure, the entries above with a halogen
Results follow in this order: Mdm2 MdmX PPI	697 NFkB inh	XBP1 UPR activ	Jurkat NFkB inh	tim23-1 inh	APJ antagonist	UPR CHOP act	APJ ag
COc1ccc(N(C(=O)c2ccc(Cl)cc2)C2=CC3CCC(C2)N3C)cc1 (stereo not given)
  6	10	-1	0	8	0	-1.4	-6
C#CC(C)(C)NC(=O)c1sccc1Oc1ccc(F)cc1[N+](=O)[O-]
  11	-23	0	1	12	4	0.3	3
O=C(Nn1cnnc1)c1ccccc1Cl
  -7	-7	-4	-1	13	-2	0.9	-4
COCCOc1ccc(C(F)(F)F)cc1NC(=O)COC(=O)c1c(C)noc1C
  26	2	1	-14	22	-10	-0.8	-2
Cn1ncc(Br)c1NC(=O)c1ccco1
  5	7	5	-12	9	-3	-1.2	-4
CN1C2C=C3C(C#N)=C(N)C(C#N)(C#N)[C@@H](c4cccc(F)c4)[C@@H]3C1CC2 (stereo not given in full)
  -5	-2	-4	4	8	-7	-2.2	3
O=C(Oc1ccc(C(=S)N2CCOCC2)cc1Cl)c1ccccc1F
  5	9	-3	0	44	4	1.1	-5
CCC(=O)NC(=S)Nc1ccccc1F
  6	-1	-2	4	16	17	0.8	-6
COc1cccc(CNC(=O)c2nnn(CC(=O)Nc3cc(Cl)ccc3C)c2N)c1
  78*	10	1	1	-13	-13	0.8	-1
Cc1cc(Cl)ccc1OCC(=O)OCC(=O)Nc1cccnc1Cl
  -11	10	-1	-5	19	2	-0.1	0
CCOC(=O)C(NC(=O)Cc1ccccc1)(Nc1cc(C)on1)C(F)(F)F (stereo not given)
  1	2	1	5	0	10	-0.4	-1
N#CN1CCC(NS(=O)(=O)c2ccc(C(F)(F)F)cc2)CC1
  -38	-17	0	3	13	5	-0.4	0
COC(=O)c1ccccc1NC(=O)c1cccc(COc2ccccc2Cl)c1
  -11	-116	-1	45	1	1	4.0	-1
O=C(COc1ccccc1Br)Nc1ccc2c(c1)OCCCO2
  -87	12	3	-147	32	-20	5.2	-2

Screening results as filed in PubChem.
